Compound activity as filed in PubChem BioAssay.
MT1-MMP act inh: inhibitors of human MT1-MMP activation. AID 651647. GFP/RFP ratio change, % at 20 µM. HT1080 RFP-PRO-GFP cells, GFP/RFP ratio fluorescence, overnight; percent of plate control window, DMSO zero. 360,000 tested, 0.061% active. P50281;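 active = GFP/RFP ratio change of at least 30% with cell ATP level not reduced by more than half and red fluorescence within 50% of control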; also: strong numbers were not always called active
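Assay system: RFP-PRO-GFP reporter HT1080 cells; read-out basis: GFP/RFP fluorescence ratio; benchmarks: DMSO wells and RFP-L50D-GFP cells; doses: 20 µM single dose, 1% DMSO; schedule: overnight cell settling, then overnight compound exposure, 37 °C, 5% CO2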
bovine MsrA act: activators of bovine methionine sulfoxide reductase A; purified bovine MsrA, absorbance read-out; activation, % at 10.6 µM; 360,000 tested, 0.3% active; AID 602163; in the data active = activation above about 7.5%;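 also: 0% = vehicle and 100% = reference activator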
MLLE-PAM2 inh: blocks PAM2 peptide binding to the PABP1 MLLE domain. GST-MLLE / FITC-PAM2 fluorescence polarization. 360,000 tested, 0.36% active. inhibition, % at 20 µM. P11940. AID 588489; in the data active = inhibition above about 35%, passing the limit was not always enough;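 also: plate controls were DMSO wells with GST-MLLE for no effect and wells lacking GST-MLLE protein for full effect; some results filed as inactive read as strong as hits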
Target sequence (P11940 whole entry, looked up, the tested form may be a part): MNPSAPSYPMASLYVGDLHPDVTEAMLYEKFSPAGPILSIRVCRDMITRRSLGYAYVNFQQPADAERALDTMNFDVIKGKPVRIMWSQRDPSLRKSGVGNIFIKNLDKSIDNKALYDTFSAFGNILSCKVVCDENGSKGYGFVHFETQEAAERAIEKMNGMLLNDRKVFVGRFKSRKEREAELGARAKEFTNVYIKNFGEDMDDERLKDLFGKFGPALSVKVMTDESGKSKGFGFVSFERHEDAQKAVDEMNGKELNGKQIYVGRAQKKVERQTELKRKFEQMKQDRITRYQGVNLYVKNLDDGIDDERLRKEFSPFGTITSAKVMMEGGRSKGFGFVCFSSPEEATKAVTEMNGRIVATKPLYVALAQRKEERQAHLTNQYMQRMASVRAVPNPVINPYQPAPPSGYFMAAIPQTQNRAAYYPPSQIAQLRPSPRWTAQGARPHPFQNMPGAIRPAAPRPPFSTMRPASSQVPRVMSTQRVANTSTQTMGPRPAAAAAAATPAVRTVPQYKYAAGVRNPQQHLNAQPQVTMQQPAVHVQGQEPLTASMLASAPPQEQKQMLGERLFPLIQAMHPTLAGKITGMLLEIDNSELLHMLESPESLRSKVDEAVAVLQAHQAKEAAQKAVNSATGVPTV
Neddyl block: inhibitors of human cullin neddylation; P61081+Q13564; TR-FRET cullin neddylation, biochemical; calls only at 25 µM; 360,000 tested, 0.58% active; in the data active = inhibition above about 36%
E coli Lon inh: inhibitors of E. coli Lon protease; AID 602123; P0A9M0; purified E. coli Lon protease, fluorescence polarization; 360,000 tested, 0.42% active; inhibition, % at 7.94 µM; in the data active = inhibition above about 13%, passing the limit was not always enough;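 also: 0% = enzyme with probe and DMSO and 100% = no enzyme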
FAS TE block: FAS thioesterase (human) inhibition; P49327; recombinant FAS-TE, OMFH fluorogenic substrate, fluorescence endpoint; inhibition, % at 15 µM; 360,000 tested, 0.67% active; AID 602261;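 active = compounds whose normalised, plate-corrected inhibition of enzyme fluorescence in the single-dose primary screen is 50% or more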;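 also: 0% = DMSO with enzyme and 100% = substrate without enzyme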
Rin1 Abl inh: human Rin1-Abl interaction inhibition. P00519+Q13671. TR-FRET Rin1/Abl binding, biochemical. inhibition, % at 7.35 µM. 360,000 tested, 0.4% active; in the data active = inhibition above about 5%, passing the limit was not always enough
CendR NRP1 mod: alters CendR peptide binding to human NRP-1; FAM-RPARPAR peptide binding to NRP-1, fluorescence polarization; O14786; 360,000 tested, 0.85% active; inhibition, % at 25 µM;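 active = inhibition or corrected inhibition above about 18%, plus a signal ratio from 0.5 to 1.5, limit read from the data, passing the limit was not always enough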; also: strong numbers were not always called active
SKN-1 inh: blocks SKN-1 activity in C. elegans | C. elegans VP596 Pgst-4::GFP/RFP ratio, acrylamide-induced, 24 h | AID 624304 | inhibition, % at 21.8 µM | 360,000 tested, 0.49% active;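 active = interference check ratio from 0.5 to 1.5 plus GFP to RFP signal ratio inhibition reaching or exceeding a fixed threshold, cut at about 30% in these data, passing the limit was not always enough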; also: some compounds called inactive have numbers as strong as hits
* hit, by the source's call; i = inactive; . = no result given. Random draw from the library; about 4% have a hit in one of these screens.

SMILES	MT1-MMP act inh	bovine MsrA act	MLLE-PAM2 inh	Neddyl block	E coli Lon inh	FAS TE block	Rin1 Abl inh	CendR NRP1 mod	SKN-1 inh
CCOc1ccc(NC(=O)N2CCC(c3ccc(C)cc3)C2)cc1 (configuration not stated)	-2	-1	-3	i	-8	0	3	-6	7
CCN(CC(=O)Nc1c(F)cccc1F)C(=O)c1ccc(Cl)c(S(=O)(=O)N2CCCC2)c1	1	-3	18	i	-7	-2	1	3	-6
CCCNC(=O)c1ccc2c(=O)c(O)c(C)[nH]c2c1	3	-2	16	i	1	-13	-4	21*	2
COc1c(C)cc(C(=O)C2CCCN(C(=O)c3cc(C)n(C)n3)C2)cc1C (configuration not stated)	5	-4	9	i	3	-18	2	1	2
Cc1cc(Cl)ccc1Nc1ncccc1C(N)=O	1	-2	5	i	-8	19	2	-3	12
CC(Sc1nnnn1-c1ccc(O)cc1)C(=O)NC1CCCCC1C (configuration not stated)	2	-9	-2	i	-4	-2	0	-5	10
COc1cc(-c2nnc(NC(=O)C3=COCCO3)o2)cc(OC)c1OC	-1	-2	4	i	-2	-3	0	1	17
CCCCCn1nc(C)c(/C=N\NC(=O)c2cc(C)oc2C)c1C	9	0	2	i	3	-3	-3	3	5
O=C(Nc1nc2c(s1)CCc1ccccc1-2)c1ccco1	-4	-6	-14	i	-9	15	4	-11	41*
O=[N+]([O-])c1ccc(Nc2ccccc2)nc1	2	-3	-6	i	4	5	-2	3	26
CCOC(=O)C1(Cc2ccccc2C(F)(F)F)CCN(C2CCCC2)CC1	0	-8	1	i	11	-3	5	-9	-2
CC(C)[C@H](NC(=O)N1CCn2c1nc1ccccc12)C(=O)N1CCCCC1	4	-13	-3	i	-4	-2	2	-4	-7
O=Cc1ccc(C(=O)OCC(=O)NCc2ccco2)cc1	0	-4	-9	i	-3	-5	-4	1	12
COc1ccccc1NC(=O)Nc1ccccc1N1CCOCC1	-4	-3	7	i	7	-3	-2	0	-7
O=C(Nc1nccs1)C1CC(=O)N(c2ccc(Cl)cc2)C1 (configuration not stated)	-3	-2	-9	i	-5	1	5	10	-19
Cc1ccc(C)c(C(=O)COC(=O)C(C)N2C(=O)C3C4CCC(C4)C3C2=O)c1 (configuration not stated)	1	-4	-65	i	6	5	1	-3	20
CCOC(=O)C1=C(COC(=O)[C@H](C)NS(=O)(=O)c2ccc(NC(C)=O)cc2)NC(=O)NC1C (some centres not stated)	-3	-1	-5	i	-14	-5	3	-6	5
Cc1ccsc1C(=O)OCC(=O)NCCNC(=O)COC(=O)c1sccc1C	-6	-2	12	i	3	-5	-3	10	-6
CCn1c(SCC(=O)N2CCCC2)nnc1-c1ccco1	-2	-3	8	i	-8	-5	1	4	6
Cc1ccsc1C(=O)N1CCCC(C)(C(=O)O)C1 (configuration not stated)	7	-2	0	i	0	-9	-4	17	11
COC(=O)C(NC(C)=O)(Nc1nc2c(C)cc(C)cc2s1)C(F)(F)F (configuration not stated)	7	-4	-2	i	-8	-6	-5	15	-3
O=C1CCCCN1CC(=O)N1CCCC(Nc2ccc(F)c(F)c2)C1 (configuration not stated)	-6	-2	7	i	3	-5	1	11	2
O=C1OCCC1N1C(=O)c2ccccc2S1(=O)=O (configuration not stated)	-2	1	0	i	9	-6	-3	-1	2
COc1ccc2[nH]c(O)c(NC(C)=O)c2c1	3	1	6	i	-10	-12	-3	3	-3
COc1cccc(CNC(=O)c2ccc(N3CCOCC3)c([N+](=O)[O-])c2)c1	4	0	4	i	7	0	-1	9	4
Cc1ccc(S(=O)(=O)NCC(=O)OCC(=O)c2ccc(Br)s2)cc1	-2	-4	3	i	-12	-4	-17	-6	2
[N-]=[N+]=N[C@@H](CCN1CC[C@H](NC(=O)OCc2ccccc2)CCC1=O)c1ccccc1	2	-9	4	i	8	-11	1	-4	-3
CNC(=S)NNC(=O)CCn1nc(C)c(Br)c1C	1	-2	12	i	0	-6	3	-1	7
COc1cccc(CNc2ccc(C(=O)O)cc2)c1OCc1ccccc1	2	-1	1	i	-2	-5	0	9	-4
Cc1ccc(N2C(=O)[C@@H]3C(C(=O)CN4C(=O)c5ccccc5C4=O)=NN[C@@H]3C2=O)c(C)c1	-3	-3	4	i	-2	-7	0	2	14
CC(=O)N1CCN(c2ccccc2NC(=O)c2cccs2)CC1	-3	-6	0	i	-8	-6	-1	11	2
CCOc1cc(C(=O)OCC(=O)Nc2cc(C)on2)cc(OCC)c1OCC	0	-2	13	i	-2	-6	4	5	3
CCN(CC)CCN1C(=O)C2C(C(=O)Nc3ccc(C(C)C)cc3)C3C=CC2(O3)C1C(=O)NC1CCCCC1 (configuration not stated)	-1	-3	0	i	4	-6	1	-7	-7
COc1c(Br)cc([N+](=O)[O-])c(OC)c1C(=O)NC(=O)Nc1cc(Cl)cc(Cl)c1	-2	-4	7	i	4	-1	-1	0	31
COc1ccc(C)cc1S(=O)(=O)N1CCC(C(=O)N2CCN(C)CC2)CC1	2	-2	21	i	-3	-16	-1	-14	-1
Cc1cc(C)n2c(SCC#N)nnc2n1	3	0	-2	i	2	-9	1	-12	9
Cc1ccc(CCNC(=O)c2coc3nc4ccccc4nc23)cc1	-9	-2	-28	i	-5	-18	-1	-57	37*
CC(C)(C)[C@H]1C=C(C(=O)O)O[C@@H](OCc2ccc(CO)cc2)C1	2	-1	-10	i	-6	-12	1	7	4
CCOC(=O)C1=C(C)Nc2ccccc2S1	-2	-6	26	i	-4	3	1	6	7
O=c1cc(CSc2nnc(COc3ccc(Cl)cc3)o2)c2ccccc2[nH]1	10	-1	-16	i	-1	5	2	8	-8
O=C(O)CSc1nnc(COc2ccc([N+](=O)[O-])cc2)n1-c1ccccc1	-3	-9	-26	i	4	0	-1	5	-14
CC(C)CCC1(C)NC(=O)N(CC(=O)NCC(=O)Nc2ccc(F)c(F)c2F)C1=O (configuration not stated)	-2	-2	10	i	1	-1	0	-6	-8
O=C1Nc2ccccc2N=C(c2ccccc2)C1Br (configuration not stated)	-5	-1	-22	i	2	-2	3	-5	15
O=C(CSc1nnc2n1CCCN2)c1ccccc1	2	-7	9	i	7	-8	-3	-8	-5
COc1ccc(S(=O)(=O)Nc2ccc3c(c2)C(=O)N([C@H](C)CO)C[C@H](C)[C@@H](CN(C)S(=O)(=O)c2ccc(OC)cc2)O3)cc1	4	-3	-20	i	-3	3	1	8	-6
CC(Sc1ccc(S(=O)(=O)N2CCN(C)CC2)cn1)C(=O)NC1CCCCC1 (configuration not stated)	2	-2	4	i	0	-7	0	15	-12
COC(=O)c1ccc(C(C2C(=O)CC(C)(C)CC2=O)C2C(=O)CC(C)(C)CC2=O)cc1	0	-11	10	i	17	-5	1	1	-19
O=C(NCc1ccccc1)C1c2ccccc2OCC(=O)N1CC(F)(F)F (configuration not stated)	3	-4	.	i	-4	-8	.	-8	-8
Fc1cccc(Nc2nc(N3CCOCC3)nc(N3CCOCC3)n2)c1	-5	-8	14	i	-2	4	1	5	6
COc1cccc(CNC(=O)CCC(=O)N2CC(C)Oc3ccccc32)c1OC (configuration not stated)	-1	-2	1	i	-6	-3	1	-1	-3
C=CCc1ccccc1OCC(O)CN(CC)CC (configuration not stated)	8	-3	-5	i	-12	-6	2	-6	-3
COc1ccc(OC)c(CCNC(=O)Cc2ccc(NC(=O)C3=C(C)OCCS3)cc2)c1	5	-2	-7	i	-2	-4	3	-7	13
O=C(CN1C(=O)NC2(CCCCC2)C1=O)Nc1cc(C(F)(F)F)ccc1N1CCCC1	5	0	5	i	0	4	3	7	14
CCn1c(SCC(=O)Nc2cccc(C)c2)nc2c(c1=O)SC(C)C2 (configuration not stated)	-2	-3	3	i	-1	2	0	-7	11
COC(=O)C1(C(=O)OC)C/C=C\CN(S(=O)(=O)c2ccccc2[N+](=O)[O-])CCC1	0	-2	.	i	1	-2	.	4	0
O=C(CSc1n[nH]c(=O)n1-c1ccc2c(c1)OCCO2)Nc1ccccc1	-2	-4	-8	i	-6	-4	2	-3	-14
COc1ccc(C(NC(N)=O)c2ccccc2)cc1 (configuration not stated)	6	2	5	i	-1	-9	0	10	3
COc1ccc(-c2n[nH]c(C)c2-c2cc(OC)ccc2O)cc1	7	2	7	i	-2	-3	-1	0	-19
CCN(CC)C(=O)N1CCC(NC(=O)c2ccccc2)CC1	2	4	-7	i	-3	-5	3	6	13
COc1cccc(C(=O)Nc2c(F)cccc2F)c1	0	-4	-6	i	2	-6	-1	-2	5

In the list so far, 5 contain a Cl atom.
SMILES	MT1-MMP act inh	bovine MsrA act	MLLE-PAM2 inh	Neddyl block	E coli Lon inh	FAS TE block	Rin1 Abl inh	CendR NRP1 mod	SKN-1 inh
CCN(CC(=O)Nc1c(F)cccc1F)C(=O)c1ccc(Cl)c(S(=O)(=O)N2CCCC2)c1	1	-3	18	i	-7	-2	1	3	-6
Cc1cc(Cl)ccc1Nc1ncccc1C(N)=O	1	-2	5	i	-8	19	2	-3	12
O=C(Nc1nccs1)C1CC(=O)N(c2ccc(Cl)cc2)C1 (configuration not stated)	-3	-2	-9	i	-5	1	5	10	-19
COc1c(Br)cc([N+](=O)[O-])c(OC)c1C(=O)NC(=O)Nc1cc(Cl)cc(Cl)c1	-2	-4	7	i	4	-1	-1	0	31
O=c1cc(CSc2nnc(COc3ccc(Cl)cc3)o2)c2ccccc2[nH]1	10	-1	-16	i	-1	5	2	8	-8

The list goes on.
SMILES	MT1-MMP act inh	bovine MsrA act	MLLE-PAM2 inh	Neddyl block	E coli Lon inh	FAS TE block	Rin1 Abl inh	CendR NRP1 mod	SKN-1 inh
CC(C)(C)c1cnnn1-c1ccc(NC(=O)c2ccc3c(c2)OCO3)cc1	1	0	-6	i	8	-2	1	3	4
C#CCOCCOCCOCCNc1nc(N2CCN(C(=O)[C@H](CCCCN)n3cc(C(N)[C@H](C)CC)nn3)CC2)nc(N2CCN(C(=O)[C@H](CCC(=O)O)n3cc(C(N)[C@H](C)CC)nn3)CC2)n1 (some centres not stated)	-1	-1	-6	i	-8	-11	1	16	-2
O=C(CCc1nc2ccccc2c(=O)[nH]1)Nc1nnc(SCc2ccccc2F)s1	-6	-3	-40	i	-18	2	3	-70	1
COc1ccc(/C=N/Nc2ccccc2C(=O)O)cc1	2	-4	-2	i	-2	-3	-1	-2	17
COCCNC(=O)c1onc(CSc2cc(C)cc(C)c2)c1C(=O)O	2	-2	3	i	-2	-7	2	18	3
COc1ccc(C(=O)Nc2ccccc2)cc1NC(=O)c1cccs1	3	-4	8	i	-1	-3	0	3	4
O=c1[nH]c(-c2ccccn2)nc2sc(-c3ccccc3)cc12	6	-1	29	i	-7	9	1	-4	8
CC1=NN(c2ccccc2)C(=O)/C1=C/c1cccc(C)c1	1	-1	17	i	0	-1	9.4*	-2	-6
Cc1csc(N/N=C\c2cccnc2)n1	1	-4	-23	i	0	-7	-2	1	2
Cc1cc(C)n(CCNC(=O)[C@H]2O[C@@H](n3cnc4c(N)ncnc43)[C@H](O)[C@@H]2O)n1	0	-2	5	i	0	-8	0	-9	-7
CCCCn1c(SCC(N)=O)nc2sc3c(c2c1=O)CCC3	-2	-8	-4	i	4	2	-2	-1	2
Cc1cccc(C(=O)Nc2ccc(C(=O)N/N=C/c3ccc4c(c3)OCO4)cc2)c1	-2	-3	-16	.	5	-3	-5	-2	-7
COc1cccc(C(=O)Nc2ncc3c(n2)CC(c2ccc(OC)cc2OC)CC3=O)c1 (configuration not stated)	-6	-2	-4	i	-4	16	4	-10	4
CCC1(C)COC2(OC1)C(=O)Nc1ccccc12 (configuration not stated)	6	-2	4	i	-5	1	-3	-5	8
